Screening results as filed in PubChem BioAssay.
PAFAH2 inh: PAFAH2 enzyme inhibitors, primary screen, biochemical, fluorescence polarization, human; Platelet-activating factor acetylhydrolase 2, cytoplasmic (Homo sapiens), Q99487; recombinant PAFAH2, FP-rhodamine activity probe; inhibition, % at 3.39 µM; 0.99% of 340,000 active;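 active = inhibition above the mean over all tested compounds plus 3 SD, cut at about 30% in these data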;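 note: inhibitors block probe labeling of enzyme so polarization drops; 0% = enzyme with DMSO and 100% = wells lacking PAFAH2 protein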
AHR activator: AHR activators, primary screen, cell-based, luminescence, luciferase reporter, human | Aryl hydrocarbon receptor (Homo sapiens), P35869 | activation, % at 5 µM | 2.5% of 320,000 active | AHR-responsive luciferase reporter cells; in the data active = activation above about 47%;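 note: 0% = vehicle wells and 100% = reference agonist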
core dimer inh: inhibitors of HCV core protein dimerization, primary screen, biochemical, TR-FRET, high-throughput. TR-FRET GST/Flag-core106 dimerization, 1536-well. inhibition, % at 5 µM. 0.33% of 300,000 active;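 active = inhibition above the mean of all tested compounds plus 3 SD, set per screening campaign, cut at about 45% in these data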
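Assay system: Tagged HCV core106 pair (GST and Flag) | Buffer or medium: KF-containing HEPES buffer, pH 7.45, DTT, CHAPS, BSA | Also added: Eu donor and XL665 acceptor anti-tag antibodies | Dosing: One concentration, 5 µM, in 0.5% DMSO | Timing: 4 h at 22.5 °C | Technique: TR-FRET 671 and 617 nm emission | Repeats: Singlicate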
proCasp3 act: activators of human procaspase-3 D3A mutant, primary screen, biochemical, absorbance, PC-3 D3A mutant, single concentration; Caspase-3 (Homo sapiens), P42574; recombinant procaspase-3 D3A, Ac-DEVD-pNA absorbance 405 nm; activation, % at 8.5 µM; 0.11% of 330,000 active;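 active = activation above the mean of all tested compounds plus 3 SD, cut at about 21% in these data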;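 note: 0% = DMSO alone and 100% = DMSO wells spiked with extra 5 µM PC-3 D3A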
Target sequence (P42574 whole entry D9A/D28A/D175A): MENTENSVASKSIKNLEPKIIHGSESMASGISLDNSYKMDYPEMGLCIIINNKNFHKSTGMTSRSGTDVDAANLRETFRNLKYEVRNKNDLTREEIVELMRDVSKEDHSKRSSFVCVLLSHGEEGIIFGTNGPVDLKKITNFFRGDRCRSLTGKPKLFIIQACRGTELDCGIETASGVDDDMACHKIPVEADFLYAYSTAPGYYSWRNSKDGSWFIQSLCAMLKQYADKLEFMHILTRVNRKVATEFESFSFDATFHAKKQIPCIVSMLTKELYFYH
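material = Procaspase-3 D3A mutant | probe or stimulus = Ac-DEVD-pNA | compound = single dose, 8.5 µM nominal compound, 0.8% DMSO | timing = 1 h preincubation, 2 h reaction | measured by = 405 nm absorbance of p-nitroaniline, reads at 0 and 120 min | benchmarks = DMSO-only low control, 5 µM PC-3 D3A high control | repeats = singlicate, each compound tested once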
PP5 primary: PP5 phosphatase inhibitors, primary screen, biochemical, fluorescence; Serine/threonine-protein phosphatase 5 (Homo sapiens), P53041; purified PP5c, OMFP substrate fluorescence; inhibition, % at 6.7 µM; 0.18% of 320,000 active; AID 1987, 2009;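 active = inhibition above the campaign's mean inhibition across all tested compounds plus 3 SD, cut at about 9.5% in these data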;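 note: 0% = DMSO only and 100% = 100 µM cantharidin control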
TPT1 inh: Candida albicans TPT1 enzyme inhibitors, primary screen, biochemical, fluorescence polarization | recombinant caTPT1, FP RNA substrate dephosphorylation | inhibition, % at 5 µM | 0.81% of 300,000 active;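 active = inhibition above the mean of all tested compounds plus 3 SD, set per screening campaign, cut at about 24% in these data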;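 note: plate controls were DMSO alone for no effect and ferristatin control at 100 nM for full effect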
CTSL1 counter: Fasciola hepatica cathepsin L1 inhibitors, primary screen, counter-screen for PFM18AAP inhibitor project, biochemical, QFRET, fluorogenic peptide substrate; AID 1906, 2009; inhibition, % at 5.96 µM; recombinant F. hepatica cathepsin L1, Z-Leu-Arg-MCA fluorescence; 0.49% of 300,000 active;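 active = inhibition above the mean of all tested compounds plus 3 SD, set per screening campaign, cut at about 17% in these data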;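 note: 0% = plate median of test compound wells and 100% = 1 µM Z-Phe-Ala-diazomethylketone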
procasp7 counter: procaspase-7 activators, primary screen, counter-screen for procaspase-3 activator project, biochemical, absorbance, HTS, human. recombinant procaspase-7, Ac-DEVD-pNA absorbance 405 nm; D23A/D198A/D206A triple mutant, cannot self-cleave; scale: DMSO 0, 5 µM enzyme 100. activation, % at 8.5 µM. 0.093% of 330,000 active. AID 463210, 2010;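 active = percent activation above the screen-wide mean plus 3 SD, cut at about 25% in these data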
Target sequence (P55210 whole entry D23A/D198A/D206A): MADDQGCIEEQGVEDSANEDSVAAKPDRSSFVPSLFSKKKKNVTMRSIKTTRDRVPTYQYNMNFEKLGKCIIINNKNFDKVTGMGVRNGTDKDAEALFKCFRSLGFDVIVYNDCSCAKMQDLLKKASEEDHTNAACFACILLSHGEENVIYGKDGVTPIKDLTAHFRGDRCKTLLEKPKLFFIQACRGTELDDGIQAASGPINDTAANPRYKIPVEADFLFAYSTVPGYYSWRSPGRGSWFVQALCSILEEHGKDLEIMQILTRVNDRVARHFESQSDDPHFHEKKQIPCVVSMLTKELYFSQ
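Assay system: Uncleavable procaspase-7 mutant enzyme | Input: 2 µM procaspase-7 mutant as dispensed | Timing: 1 h compound preincubation, 2 h substrate cleavage, 25 °C | Repeats: One well per compound | Control set: DMSO wells as 0%, DMSO with 5 µM added PC-7 as 100% | Technique: Epi-absorbance of released pNA at 405 nm, two timepoints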
PP1 inh: PP1-alpha phosphatase inhibitors, primary screen, counter-screen for PP5 inhibitor project, biochemical, fluorescence, OMFP substrate, single point. purified PP1alpha. 0.9% of 320,000 active. inhibition, % at 6.7 µM. AID 2235, 2010. Serine/threonine-protein phosphatase PP1-alpha catalytic subunit (Homo sapiens), P62136;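 active = inhibition above the mean inhibition of all tested compounds plus 3 SD, computed separately for each screening campaign, cut at about 15% in these data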
Target sequence (P62136 whole entry, looked up): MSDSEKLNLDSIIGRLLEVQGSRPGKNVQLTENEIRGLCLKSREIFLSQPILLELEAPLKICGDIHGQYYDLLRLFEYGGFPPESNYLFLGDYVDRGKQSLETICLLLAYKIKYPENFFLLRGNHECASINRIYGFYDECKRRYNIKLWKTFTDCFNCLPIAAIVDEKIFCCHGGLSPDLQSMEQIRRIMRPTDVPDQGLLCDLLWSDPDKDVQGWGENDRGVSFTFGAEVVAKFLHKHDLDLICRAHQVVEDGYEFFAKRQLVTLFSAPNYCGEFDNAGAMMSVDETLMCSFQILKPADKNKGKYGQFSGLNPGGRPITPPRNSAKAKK
Starred values were filed as active, the others as inactive; nt = not tested or not shown. An unsorted share of the library, and some 5.6% of all compounds hit somewhere here.

Value order – core dimer inh	PAFAH2 inh	AHR activator	proCasp3 act	procasp7 counter	PP5 primary	PP1 inh	CTSL1 counter	TPT1 inh
> CC(C)NC(=O)Cn1nnc(-c2cccc(NC(=O)c3ccccc3F)c2)n1
 : -5	-8	1	-8	4	-1.0	1	-1	-5
> CCN(CC)C(=S)SC1CCCCN(C(=O)c2ccccc2)C1=O (stereo not drawn)
 : 5	4	1	9	3	0.5	-6	0	-3
> CCCN1CN(c2ccccc2)C(=S)N(c2ccccc2)C1
 : -3	-3	-1	11	3	-0.3	0	1	-4
> C=CCn1c(=O)c2ccccc2n2c(SCC(=O)Nc3sc(C)c(CC)c3C(=O)OCC)nnc12
 : 0	3	2	-8	-4	-4.2	0	1	3
> CCc1ccc(C(C(=O)NCc2ccc(F)cc2)N(C(=O)c2csnn2)C2CC2)cc1 (stereo not drawn)
 : 7	-8	1	7	6	2.0	-2	-3	-2
> Cc1cccc(NCc2cccc3ccccc23)n1
 : 6	3	1	3	-3	3.1	-1	-2	-2
> COc1ccc(CN(C)C(=O)CCN2C(=O)c3ccccc3C2=O)c(OC)c1OC
 : -6	-6	-1	13	-5	0.3	3	-1	-3
> CC[N+](C)(C)Cc1ccccc1Br
 : -3	0	-2	-3	-9	3.5	-3	-7	-2
> COC(=O)c1ccc(C2/C(=C(/O)c3ccc(OC)cc3)C(=O)C(=O)N2CC2CCCO2)cc1 (stereo not drawn)
 : 2	-2	2	2	-11	-0.1	1	2	1
> Cc1ccccc1NC(=O)CN1C(=O)C2C3CC(C(Br)C3Br)C2C1=O (stereo not drawn)
 : -4	3	-1	-7	-14	-0.5	-2	0	4
> COc1ccc(NC(=O)C2C(=O)N(C)C3(C)CC2c2ccccc2O3)cc1 (stereo not drawn)
 : 1	1	-1	-3	-3	-0.9	-3	6	-2
> COc1ccc(CNC(=O)c2nn(C)c3c2CS(=O)(=O)c2ccccc2-3)cc1
 : -4	2	2	4	-1	2.1	2	5	0
> COc1cccc(CN(CC(=O)NCC2CCCO2)C(=O)CCC(=O)Nc2cc(C)on2)c1 (stereo not drawn)
 : -2	0	0	4	2	-1.2	0	-7	-2
> CCn1c(SC(C)C(=O)Nc2ccc(N3CCOCC3)cc2)nnc1-c1ccco1 (stereo not drawn)
 : -2	-4	5	-1	2	0.1	-1	-2	1
> O=C(c1ccc2snnc2c1)N1CCOCC1
 : 5	6	0	2	-5	-0.9	-1	-2	0
> COc1ccc2nnc(-c3ccccc3)n2n1
 : 0	1	1	5	4	3.0	-3	-2	-3
> Cc1ccc(C(=O)CSc2nc(O)cc(=O)[nH]2)cc1C
 : -3	-6	0	-3	-18	3.9	8	4	1
> Cn1c(=O)c2c(nc(Br)n2C/C=N/NC(N)=S)n(C)c1=O
 : 1	nt	-1	1	-1	-2.1	-4	-1	1
> CCOC(=O)CCc1c(C)nc2c(c(C)nn2C(C)(C)C)c1C
 : -1	6	5	7	3	1.8	2	6	0
> COc1cc(C(=O)NNC(=O)c2nn(C)c(=O)c3ccccc23)cc(OC)c1OC
 : nt	-5	-1	-2	11	nt	nt	nt	nt
> CCNc1nc(NC(C)C)nc(Oc2ccc(OCCOc3ccccc3)nn2)n1
 : 5	2	-1	2	-4	0.2	0	-1	3
> O=c1cc(CSc2nnc(COc3ccccc3Cl)o2)nc2sccn12
 : 13	3	3	3	-4	0.0	-2	-1	0
> CC(=O)N1CCc2cc(S(=O)(=O)CCC(=O)NCCc3ccc(Cl)cc3)ccc21
 : -2	7	-1	-4	11	-0.1	0	-2	-1
> O=[N+]([O-])c1ccc(S(=O)(=O)N/N=C/c2cccs2)cc1
 : -7	3	3	-4	-4	1.1	0	2	0
> CC(C)Oc1ccc(/C=N/NC(N)=S)cc1
 : -3	-5	2	-13	-5	0.1	-2	14	1
> CCOC(=O)Cc1csc(NS(=O)(=O)c2ccc(Cl)cc2)n1
 : -3	5	-1	3	4	-1.9	3	2	4
> O=c1[nH]n(-c2cccc3cccnc23)c(=O)c2ccccc12
 : -1	2	11	2	2	0.8	-1	0	-2
> CCOC(=O)/C(C(N)=NCCO)=C(/O)c1ccccc1
 : 1	-3	-3	1	1	-3.3	-5	3	1
> O=[N+]([O-])c1cc(/C=N/N2CCOCC2)cs1
 : 1	-1	1	2	-1	1.4	2	-4	1
> C=CCN(C(=O)c1ccc(Cl)cc1)c1ccccc1C(=O)NCC(=O)O
 : 2	9	-1	6	5	-0.4	-4	3	-3
> COc1ccc(Nc2nnc(-c3ccc(O)cc3)c3ccccc23)cc1
 : -1	9	23	0	4	-1.1	-2	2	-2
> Cc1ccc(NS(=O)(=O)c2cccc(C(=O)NCC(c3ccc(F)cc3)N3CCOCC3)c2)cc1 (stereo not drawn)
 : 2	4	6	6	3	0.8	-2	4	1
> CCOC(=O)c1cc(-c2ccccc2)sc1NC(=O)CN1C(=O)NC(CC)(c2ccc(F)cc2)C1=O (stereo not drawn)
 : 15	-19	-5	-5	0	-0.2	0	3	0
> O=C(CSc1nnc(-c2ccc(O)cc2)n1-c1ccccc1)CC(=O)Nc1ccccc1
 : 11	-4	2	7	2	2.4	-5	11	5
> CCOc1ccc(C(c2c(O)nc(SC)[nH]c2=O)c2c(O)nc(SC)[nH]c2=O)cc1
 : 3	nt	4	5	-1	0.2	2	-1	2
> O=C(NCc1ccccn1)Nc1ccc(Br)cc1Cl
 : 2	-2	1	1	0	-0.9	-5	2	0
> O=C(CCS(=O)(=O)c1ccc2c(c1)NC(=O)CO2)NCCc1ccc(Cl)cc1
 : 4	18	2	5	-2	0.6	-1	0	-1
> CC(=O)N1CCc2cc(S(=O)(=O)NCCC(=O)Nc3ccc4c(c3)OCCO4)ccc21
 : -4	-4	8	3	-3	1.7	1	5	-6
> Cc1cccn2c(=O)nc(SCC(=O)Nc3ccc4c(c3)OCCO4)nc12
 : 4	-6	6	-1	8	1.7	-7	-1	-4
> Cc1ccc2oc(=O)c3cc(C(=O)NCCCN4C(C)CCCC4C)sc3c2c1 (stereo not drawn)
 : -1	3	-1	6	-1	2.0	3	17*	1

Full records, quoted from the list. Screens in order: core dimer inh | PAFAH2 inh | AHR activator | proCasp3 act | procasp7 counter | PP5 primary | PP1 inh | CTSL1 counter | TPT1 inh
COc1ccc(Nc2nnc(-c3ccc(O)cc3)c3ccccc23)cc1 in the list: -1 | 9 | 23 | 0 | 4 | -1.1 | -2 | 2 | -2
O=C(CCS(=O)(=O)c1ccc2c(c1)NC(=O)CO2)NCCc1ccc(Cl)cc1 in the list: 4 | 18 | 2 | 5 | -2 | 0.6 | -1 | 0 | -1
O=C(NCc1ccccn1)Nc1ccc(Br)cc1Cl in the list: 2 | -2 | 1 | 1 | 0 | -0.9 | -5 | 2 | 0
Cc1ccc(NS(=O)(=O)c2cccc(C(=O)NCC(c3ccc(F)cc3)N3CCOCC3)c2)cc1 (stereo not drawn) in the list: 2 | 4 | 6 | 6 | 3 | 0.8 | -2 | 4 | 1

(listing goes on)
Value order – core dimer inh	PAFAH2 inh	AHR activator	proCasp3 act	procasp7 counter	PP5 primary	PP1 inh	CTSL1 counter	TPT1 inh
> COc1ccc(-c2cc(C(=O)Nc3cc(C)nn3-c3ccccc3)no2)cc1OC
 : 3	-3	2	4	2	-1.2	-5	-3	-1
> CN(Cc1ccccc1)C(=O)c1[nH]cnc1C(=O)N[C@@H](Cc1ccccc1)C(=O)OC(C)(C)C
 : 7	4	-4	-1	8	1.6	-3	-4	-2
> CCc1ccc(N(CC(=O)NC)S(C)(=O)=O)cc1
 : 4	2	0	5	0	-1.3	0	5	-4
> COc1cc(/C=N/NC(N)=S)ccc1OC(=O)c1ccc(C)cc1
 : 4	-4	15	2	0	4.3	5	66*	-8
> Cc1cccc(N(CC(O)CN2CCOCC2)S(=O)(=O)c2ccccc2)c1 (stereo not drawn)
 : -12	7	0	3	-5	1.2	-1	-3	-1
> Cc1ccc(S(=O)(=O)NCCc2nc3ccccc3[nH]2)cc1
 : -10	2	-1	7	1	1.5	0	4	1
> Cc1ccc2nc(SCC(=O)NCCc3ccccc3)nc(=O)n2c1
 : 0	2	0	4	12	0.1	1	4	1
> Cc1cccc(C)c1NC(=O)COC(=O)c1ccc2[nH]c3c(c2c1)CCCC3
 : -4	70*	6	-1	2	5.3	9	4	1
> CSCC(=O)NC1CCCN(C2Cc3ccccc3C2)C1 (stereo not drawn)
 : 1	6	2	10	1	-0.2	0	0	-2
> CCn1c(C)nc2cc(C(=O)NNC(=S)Nc3ccc(Cl)cc3Cl)ccc21
 : -8	-2	6	10	-11	1.1	4	2	-2
> CCOC(=O)Cc1csc(NC(=O)CSc2nc(-c3ccccc3)c(C#N)c(=O)[nH]2)n1
 : 1	0	0	3	1	3.8	2	3	-8
> CCCCc1cc2ccccc2c(OCCN(C)C)n1
 : nt	-3	6	-1	-4	4.0	3	nt	nt
> Cc1ccc(/C(COc2ccccc2O)=N\O)cc1
 : 0	-1	6	-1	12	2.7	2	-5	-1
> CCN(CC)CCN(C(=O)c1c(F)cccc1F)c1nc2cc(C)cc(C)c2s1
 : -7	3	20	1	-3	0.7	-1	3	0
> COc1ccc(-c2nnc(SCC#N)o2)cc1
 : 0	8	-10	-1	-2	0.4	6	-3	4
> CCOC(=O)C1CCCN(Cc2cccc(Oc3ccccc3)c2)C1 (stereo not drawn)
 : -10	0	3	-2	5	6.2	5	-1	-1
> O=C(O)c1ccc(N2CCS(=O)(=O)CC2)cc1
 : 4	2	5	0	-10	-0.2	-3	1	-2
> Oc1ccc(/C=N/Nc2cc(N3CCOCC3)nc(N3CCOCC3)n2)cc1O
 : -19	-3	6	-4	-1	2.9	0	0	1
> COc1ccc(NC(=O)c2ccc(NS(=O)(=O)c3c(C)noc3C)cc2)cc1OC
 : -5	8	12	-5	-5	2.1	-3	0	-2
> COc1ccc(NC2c3ccccc3C(=O)N2c2ccccn2)cc1 (stereo not drawn)
 : 4	-8	5	-1	5	-1.4	0	-2	2
> c1ccc(Sc2ccccn2)cc1
 : -3	nt	-2	-7	0	1.6	-2	-3	-2
> CCN1CCN(c2nc3c(c(=O)[nH]c(=O)n3C)n2CCCc2ccccc2)CC1
 : 0	-3	1	3	-4	2.3	-3	-4	3
> Cc1cc(C)cc(N2CC34C=CC(O3)C(C(=O)OCC(=O)NCc3ccco3)C4C2=O)c1 (stereo not drawn)
 : -2	9	-3	8	6	1.2	-3	1	0
